Bioassay records as filed in PubChem.
IMPase inh – cell-permeable inhibitors of inositol monophosphatase (IMPase); 120,000 tested, under 10 active; CHO-M1 cells, IP1 accumulation, HTRF TR-FRET ratio; P97697; inhibition (IP1 accumulation), % at 46.1 µM; active = well fitted curve in the direction sought with a large enough effect in the signal ratio, not every such curve was filed as active; inconclusive = small, poorly fitted or top-dose-only effect, or a change in a side signal; inactive = no such curve, though single readings can be large or run the other way; the % refers to the signal ratio;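 also: cells stimulated with carbachol in lithium chloride buffer; plate controls were DMSO basal wells for no effect and reference inhibitor wells for full effect; higher means more IMPase inhibition seen as more IP1 and lower FRET ratio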
Target sequence (P97697 whole entry, looked up): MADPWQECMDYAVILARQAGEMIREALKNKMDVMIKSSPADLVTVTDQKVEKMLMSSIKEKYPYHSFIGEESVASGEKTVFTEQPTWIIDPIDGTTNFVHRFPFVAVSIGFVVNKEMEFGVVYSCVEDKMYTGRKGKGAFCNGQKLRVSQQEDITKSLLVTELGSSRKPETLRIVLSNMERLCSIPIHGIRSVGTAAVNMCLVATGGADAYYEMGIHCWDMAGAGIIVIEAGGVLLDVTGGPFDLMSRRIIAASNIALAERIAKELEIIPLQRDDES
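Measured: the HTRF emission ratio (665/620 nm) plus the 620 nm donor channel, each fitted to the Hill equation to give AC50. Cells were CHO-M1 given compounds up to 46 uM and a 30 min carbachol stimulation at 37C.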
PNC inhibitor – inhibitors of perinucleolar compartment assembly; hit rate 3.1% among 140,000; PC3M PTB-GFP, PNC prevalence imaging, 16 h; stronger effect = lower value; activity change (PNC), negative = inhibition, % at 10 µM;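 active = readout at or below -70, meaning at least 70% loss of cells showing the perinucleolar compartment, a nuclear body marking cancer cells; inconclusive = readout between -30 and a set limit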;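 also: plate controls were DMSO wells for no effect and camptothecin positive control wells for full effect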
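Read-out is percentage of cells bearing a perinucleolar compartment, from automated 20x imaging of fixed, Hoechst-stained PC3M PTB-GFP cells. Cells were seeded 4 h, then exposed 16 h to compound (23 nl of library stock) in duplicate plates.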
ALOX12 inhib – 12-hLO (ALOX12) enzyme inhibition; hit rate 0.12% among 150,000; Potency, µM (titrated, usually from 57.1 µM), inactives show at the top dose activity change, negative = inhibition, actives largely listed as inhibitors; P18054; purified 12-hLO, xylenol orange hydroperoxide absorbance; AID 1452; also: potency is read from the fitted curve at half-maximal effect; nearly all actives have a fitted effect of over 55% in size; many of its hits are not listed in these tables
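Hydroperoxide formation by human 12-lipoxygenase from 40 uM arachidonic acid was followed colorimetrically via ferric-xylenol orange complex, using the 573/405 nm absorbance ratio. Enzyme concentration was 150 nM, with 30 min reaction at room temperature.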
ALOX15B inhib – 15-hLO-2 (ALOX15B) enzyme inhibition; O15296; purified 15hLO-2, xylenol orange hydroperoxide absorbance; Potency, µM (series often up to 57.1 µM), without a hit: at the top dose activity change, negative = inhibition, usual class: inhibitors; hit rate 0.56% among 110,000; also: potency is read from the fitted curve at half-maximal effect; nearly all actives have a fitted effect of over 60% in size; many of its hits are not listed in these tables
Target sequence (O15296 whole entry, looked up): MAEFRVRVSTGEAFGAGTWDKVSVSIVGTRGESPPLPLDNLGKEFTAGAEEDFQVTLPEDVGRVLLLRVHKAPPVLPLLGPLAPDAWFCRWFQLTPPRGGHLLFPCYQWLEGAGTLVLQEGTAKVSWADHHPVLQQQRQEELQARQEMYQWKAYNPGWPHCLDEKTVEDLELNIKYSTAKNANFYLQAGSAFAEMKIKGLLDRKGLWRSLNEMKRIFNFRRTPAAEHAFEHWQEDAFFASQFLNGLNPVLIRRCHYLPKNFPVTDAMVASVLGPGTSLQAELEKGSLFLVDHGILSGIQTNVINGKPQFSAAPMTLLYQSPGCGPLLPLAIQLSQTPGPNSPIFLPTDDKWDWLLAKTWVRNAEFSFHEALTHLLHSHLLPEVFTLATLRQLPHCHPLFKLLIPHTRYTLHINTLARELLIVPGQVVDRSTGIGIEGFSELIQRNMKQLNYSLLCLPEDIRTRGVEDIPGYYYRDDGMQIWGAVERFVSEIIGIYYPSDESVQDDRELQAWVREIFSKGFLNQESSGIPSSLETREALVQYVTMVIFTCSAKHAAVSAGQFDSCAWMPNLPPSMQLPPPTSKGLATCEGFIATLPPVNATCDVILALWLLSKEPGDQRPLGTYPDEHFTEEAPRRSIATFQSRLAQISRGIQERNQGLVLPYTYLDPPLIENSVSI
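Purified human 15hLO-2 (50 nM) preincubated 15 min with compound, then 45 uM arachidonic acid for 90 min at RT in 25 mM Hepes pH 7.5, 0.01% Triton X-100. Hydroperoxide detected by Fe-xylenol orange; 573/405 nm absorbance ratio.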
An asterisk follows results filed as active; ? = inconclusive; nt = not tested or not shown; [ ] = dose if it differs, or a comment. Unless noted, calls follow the shape of the dose curve; as a rule, active = well fitted curve in the direction sought with a large enough effect; inconclusive = small, poorly fitted or top-dose-only effect, or another doubt; inactive = no such curve, though single readings can be large; an effect the other way counts as inactive or inconclusive. Unless noted, % is scaled to controls: 0 for no effect and ±100 for the full control effect.

A first look (2 entries):
Values run as follows: IMPase inh	ALOX15B inhib	PNC inhibitor	ALOX12 inhib
1	CCCS(=O)(=O)N1CCCC(C(=O)NCCCN2CCCC2=O)C1 (stereo not drawn)
    -9	-4%	-8	1%
2	O=C(CCCc1cccs1)N1CCN(S(=O)(=O)c2ccccc2Br)CC1
    2	-9%	15	-8%

The listing, previewed entries included:
Values run as follows: IMPase inh	ALOX15B inhib	PNC inhibitor	ALOX12 inhib
1	CCCS(=O)(=O)N1CCCC(C(=O)NCCCN2CCCC2=O)C1 (stereo not drawn)
    -9	-4%	-8	1%
2	O=C(CCCc1cccs1)N1CCN(S(=O)(=O)c2ccccc2Br)CC1
    2	-9%	15	-8%
3	O=C(CCCOc1ccccc1)Nc1ncccn1
    nt	nt	37	9%
4	COc1ccc(S(=O)(=O)N(CC(=O)N2CCN(C)CC2)c2ccc(C)cc2)cc1OC
    -14	-3%	19	4%
5	COc1cc(C(=O)Nc2ccc(-c3nnc(-c4ccco4)o3)cc2)cc(OC)c1OC
    1	-12%	72	2%
6	CCCc1ccc(OCc2ccc(C(=O)N/N=C/c3cccc([N+](=O)[O-])c3)o2)c(OC)c1
    -5	-9%	-13	-4%
7	CCOC(=O)C1CCN(C(=O)Cc2cccs2)CC1
    1	-10%	?	3%
8	Cc1ncoc1C(=O)Nc1ccc2c(c1)OCCO2
    -1	-10%	?	1%
9	COc1ccc(C(C(=O)NC2CCCCC2)N(C(=O)CCl)c2cccc(Cl)c2)cc1 (stereo not drawn)
    nt	nt	?	-2%
10	CCOC(=O)c1nc(C)n(-c2cc(Cl)ccc2Cl)n1
    8	-7%	-28	1%
11	Cc1nc(NCCCn2ccnc2)c2ccccc2n1
    7	18%	1	6%
12	Cc1ccc(NC(=O)CC2Oc3ccccc3NC2=O)c(C)c1 (stereo not drawn)
    3	5%	32	-4%
13	CSc1ccc(S(=O)(=O)Nc2ccc3c(c2)OCCO3)cc1
    4	nt	15	-5%
14	Cc1cccc(Cn2c(C(C)(C)C)cc3cccnc32)c1
    -1[1.84 µM]	13%[11.4 µM]	21	3%
15	O=C(Nc1nccs1)c1cc(N2CCOCC2)nc2ccccc12
    -8	12%	?	-1%
16	C[C@@H]1C=C[C@](Cc2ccccc2)(C(=O)NCCCNc2ncc(C(F)(F)F)cc2Cl)N1C(=O)c1ccccc1
    nt	-1%	nt	-7%
17	Cc1ccc(-c2csc(N(C)C(=O)c3c(C)nn(-c4ccccc4)c3Cl)n2)cc1
    -2[1.84 µM]	-18%[11.4 µM]	-99*	4%
18	COc1ccc(C2CC(c3ccccc3)Nc3nc(N)nn32)cc1 (stereo not drawn)
    -1	28%	-3	-6%
19	Cc1nc([N+](=O)[O-])c(Br)n1CC(=O)c1ccc2ccccc2c1
    11	-6%	9	-1%
20	O=C(CN1CCN(c2ccc(F)cc2)CC1)NCC1CCCO1 (stereo not drawn)
    -9	-2%	14	-1%
21	Cc1c(C(=O)OCC(C)(C)CN(C)C)oc2ccccc12
    12	-3%[2.29 µM]	?	1%
22	O=C(CCn1c(=O)oc2ccccc21)n1c(=O)oc2ccccc21
    -6	-11%	-29	-2%
23	COc1ccc(C(N)CCc2ccco2)cc1 (stereo not drawn)
    -11	24%	-12	-18%
24	Cc1ccc(S(=O)(=O)C2(C(=O)NC3CCCC3)CC2)cc1
    6	14%	24	4%
25	Cc1cc(C)n(CC(O)Cn2ccc3ccccc32)n1 (stereo not drawn)
    4	2%	11	2%
26	O=S(=O)(NCc1cccnc1)c1ccccc1
    -2	-2%	20	3%
27	S=C(NCc1cccnc1)Nc1cccc2ccccc12
    nt	nt	-7	1%
28	COCCNC(=O)c1ccc(CS(=O)(=O)c2ccccc2)o1
    -5	3%	6	-7%
29	O=c1c2cnn(-c3ccc(F)cc3)c2ncn1Cc1ccc(F)cc1
    -6	nt	?	0%
30	CC(=O)Nc1nnc(-c2ccc3c(c2)CCCC3)o1
    2	1%	35	-5%
31	CCOc1ccc(-n2c(Cc3cc(=O)[nH]c(=O)[nH]3)nnc2SC(C)C(=O)OC)cc1 (stereo not drawn)
    -3	-8%	14	2%
32	Cc1cccc(Nc2nn3c(=O)c4ccccc4nc3s2)c1
    ?	-21%	4	-1%
33	CCCC(=O)N1CC2(C)CN(C(=O)CCC)CC(CCC)(C1)C2=O
    -7	13%	-24	-4%
34	Cc1cccc(-n2c(N)c(C(=O)N3CCN(C)CC3)sc2=S)c1
    6	-13%	8	-12%
35	O=C(NCC1CCCO1)/C(=C\c1ccc(Cl)cc1)NC(=O)c1ccccc1 (stereo not drawn)
    -1	0%	?	-2%
36	O=C(Nc1nc(-c2ccccc2)cs1)c1cccc([N+](=O)[O-])c1
    -16	33%[activator]	21	-25%
37	CC12CC[C@@H]3c4ccc(OP(=O)(O)O)cc4CCC3C1CCC2=O (stereo partly drawn)
    nt	-8%[11.4 µM]	nt	-2%[11.4 µM]
38	Cc1ccc(Cn2c(SCCN3CCCCC3)nc3c2c(=O)[nH]c(=O)n3C)cc1
    8	nt	?	0%
39	COc1cc(/C=N/NC(N)=S)ccc1OCc1ccc(C)cc1
    nt	nt	46	?
40	CCC(C)NC(=O)CSc1nc(-c2cccs2)cc(C(F)(F)F)n1 (stereo not drawn)
    3	8%	16	-1%
41	Cc1ccc(S(=O)(=O)c2cc3cc(Br)ccc3oc2=O)cc1
    ?	nt	98	0%
42	CC(C)(C)C(=O)NC(c1ccc(Cl)cc1)[C@]1(C)C[C@H]1C1CCCCC1 (stereo partly drawn)
    nt	12%	nt	-1%
43	CCC(=O)N1CCc2cc(S(=O)(=O)CCC(=O)Nc3ccc(F)c(F)c3)ccc21
    1	2%	18	-2%
44	CCC(c1nc2ccccc2c(=O)n1CCCn1ccnc1)N1C(=O)c2ccccc2C1=O (stereo not drawn)
    4	31%[activator]	-12	5%
45	OC(Cc1ccccc1)(Cc1ccccc1)c1ccccc1
    nt	-5%[11.4 µM]	nt	-2%[11.4 µM]
46	O=C(NCc1ccccc1)c1ccc(=O)[nH]n1
    11	-6%	-1	-1%
47	CC(=O)c1c(C)nc2ccc(Cl)cn12
    9	3%	-5	3%
48	Cc1ccnc(NC(=O)COC(=O)C2COc3ccccc3O2)n1 (stereo not drawn)
    -6	-5%	?	-1%
49	CCCn1c(N)c(C(=O)CSc2nnnn2-c2ccc(O)cc2)c(=O)n(C)c1=O
    -1	-7%	26	5%
50	C=C(C)CSc1nnc(-c2ccc(C)cc2)n1N
    12	-10%	-17	-4%
51	O=C1CC(SC(=NCc2ccc3c(c2)OCO3)Nc2ccccc2)C(=O)N1 (stereo not drawn)
    0	1%	-115*	-9%
52	O=C1CC(Cc2ccc(Cl)cc2)C(=O)N1c1ccncc1 (stereo not drawn)
    -3	nt	-13	-1%
53	CCN(CC)S(=O)(=O)c1cccc(C(=O)Nc2ccc(C#N)cc2)c1
    -3	-1%	?	-13%
54	O=C(CCNS(=O)(=O)c1ccc2c(c1)CCC(=O)N2)NCc1cccnc1
    0	7%	85	2%
55	COc1cccc(C2c3c(oc4ccccc4c3=O)C(=O)N2CCCN(C)C)c1OC (stereo not drawn)
    -4	5%	37	?
56	Nn1c(-c2ccccc2Cl)nnc1-c1ccccc1Cl
    -1	nt	262	0%
57	COc1ccc(CC(C(=O)Nc2cccc(F)c2)c2nn[nH]n2)c(OC)c1 (stereo not drawn)
    4	-3%	-4	-2%
58	CCOC(=O)c1[nH]c2ccc(OC)cc2c1NC(=O)CN1CCC2(CC1)OCCO2
    -6	3%	?	-3%
59	COc1cccc(NC(=O)COc2ccccc2C(N)=O)c1
    -8	11%	-6	5%
60	O=c1c(C(c2ccc(O)cc2)c2c(O)nc3n(c2=O)CCS3)c(O)nc2n1CCS2
    -4	10%	14	-16%

In another format: entries from further up.
(58) CCOC(=O)c1[nH]c2ccc(OC)cc2c1NC(=O)CN1CCC2(CC1)OCCO2
  IMPase inh: -6; ALOX15B inhib: 3%; PNC inhibitor: ?; ALOX12 inhib: -3%
(60) O=c1c(C(c2ccc(O)cc2)c2c(O)nc3n(c2=O)CCS3)c(O)nc2n1CCS2
  IMPase inh: -4; ALOX15B inhib: 10%; PNC inhibitor: 14; ALOX12 inhib: -16%
(56) Nn1c(-c2ccccc2Cl)nnc1-c1ccccc1Cl
  IMPase inh: -1; ALOX15B inhib: nt; PNC inhibitor: 262; ALOX12 inhib: 0%
(51) O=C1CC(SC(=NCc2ccc3c(c2)OCO3)Nc2ccccc2)C(=O)N1 (stereo not drawn)
  IMPase inh: 0; ALOX15B inhib: 1%; PNC inhibitor: -115*; ALOX12 inhib: -9%

Next section:
Values run as follows: IMPase inh	ALOX15B inhib	PNC inhibitor	ALOX12 inhib
61	CN(C)c1ccc(/C=N/NC(=S)NCc2ccco2)cc1
    nt	nt	-21	-6%
62	c1ccc2c(CN3CCOCC3)c3ccccc3c(CN3CCOCC3)c2c1
    0	-8%	-6	-2%
63	CC(=O)C1=NOC(CNC(=O)c2c(-c3ccccc3Cl)noc2C)C1 (stereo not drawn)
    3	-1%	-4	-8%
64	Cc1ccc(C(=O)Cn2c(N3CCOCC3)nc3c2c(=O)n(C)c(=O)n3C)cc1
    3	-2%	-23	-2%
65	CCOC(=O)C1=C(C)C2C3C(=O)N(c4ccccc4C)C(=O)C3C1(C)C1C(=O)N(c3ccccc3C)C(=O)C21 (stereo not drawn)
    nt	nt	-10	1%
66	Cc1cc(-c2nc3ccccc3o2)c2ccccc2n1
    -9	8%	?	-7%
67	CCCC(=O)Nc1nnc(CCN2CCCCC2)s1
    11	-9%	-26	0%
68	CCOC(=O)c1oc2cc(O)ccc2c(=O)c1-c1ccc(OC)cc1
    -4	-3%	3	-5%
69	O=C(Nc1cccc2c1CCCC2)c1cc([N+](=O)[O-])cc([N+](=O)[O-])c1
    2	nt	78	4%
70	Cc1ccc(C)c(NC(=O)c2nnn(Cc3ccccc3)c2N)c1
    -21	2%	-5	-11%
71	CCOC(=O)c1[nH]c(C)c(C(=O)NCc2ccccn2)c1C
    -3	nt	-100*	2%
72	CC(C)n1cc(/C=C(\C#N)S(=O)(=O)c2ccccc2)c2ccccc21
    8	-23%	34	-10%
73	O=C(O)CCCC(=O)Nc1ccc(Br)cc1
    9	2%	-100*	-1%
74	CC/C(=C\C1CCCCC1)C(NP(=O)(c1ccccc1)c1ccccc1)c1ccccc1 (stereo not drawn)
    nt	nt	-90*	-4%
75	CCC1Oc2ccc(C)cc2N(CC(=O)NCCN2C(C)CCCC2C)C1=O (stereo not drawn)
    8	1%	-22	-2%

Results in sequence from above:
Compounds 53–62 in PNC inhibitor: ?, 85, 37, 262, -4, ?, -6, 14, -21, -6

(more compounds)
Values run as follows: IMPase inh	ALOX15B inhib	PNC inhibitor	ALOX12 inhib
76	CN(C)S(=O)(=O)c1ccc(/C(O)=C2/C(=O)C(=O)N(Cc3cccnc3)C2c2ccncc2)cc1 (stereo not drawn)
    7	?	-9	-10%
77	CCOc1ccc(CCNC(=O)CSc2cc(=O)n(C)c3ccccc23)cc1OCC
    nt	nt	19	-2%
78	COC(=O)c1sccc1N/N=C(\C)c1ccc(F)c(Cl)c1
    0	-8%	11	4%
79	Nc1nnc(CC(=O)N2CCCCC2)s1
    8	1%	-29	-5%
80	O=C(Nc1cccc(S(=O)(=O)NCc2ccco2)c1)c1cc(-c2ccccc2)nc2ccccc12
    nt	nt	70	-1%
81	CCc1ccc(C2=C/C(=C/c3cccnc3)C(=O)O2)cc1
    nt	nt	22	-4%
82	Cc1cc(C)c2c(=O)[nH]c(SCC(=O)Nc3ccc(N(C)C)cc3)nc2n1
    8	1%	39	3%
83	CCCOc1ccc2[nH]cc(C(=O)O)c(=O)c2c1
    -6	-5%	3	-17%
84	CCOC(=O)c1ccccc1N/C=C/C(=O)c1cccs1
    0	nt	-13	1%
85	Cc1nnc(NC(=O)c2ccc(Br)cc2)s1
    1	3%	1	-5%
86	CC(C)Oc1ccc(CSC(=N)N)cc1
    -1	17%	2	6%
